Bioassay records as filed in PubChem.
p53ts 39C tox: cytotoxicity in p53ts cells at nonpermissive temperature; H1299-p53A138V viability at 39C, ATP luminescence, 24 h; Potency, µM (titrated, usually from 46.1 µM), for the others: top-dose activity change, negative = cell killing, actives largely listed as cytotoxic; 130,000 compounds, 1.5% hits; AID 902; note: nearly all actives have a fitted effect of over 55% in size
IkB sig inh: suppresses IkB signaling in ABC-DLBCL reporter cells; Potency, µM (doses to about 57.1 µM), for the others: at the top dose IkBa stabilization activation; ABC-DLBCL IkBa-CBG/CBR dual luciferase ratio, 4 h; response scale: scaled: untreated 0%, proteasome inhibitor 100%; 110,000 compounds, 0.04% hits; AID 445; active = well fitted curve in the direction sought with a large enough effect in the signal ratio, not every such curve was filed as active; inconclusive = small, poorly fitted or top-dose-only effect, or a change in a side signal; the % refers to the signal ratio;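 note: the direction sought is a rising ratio; 0% = basal untreated cells and 100% = reference inhibitor full response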
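Curves were fitted separately to fusion (green), unfused (red) and ratio luminescence, then classed by r2, magnitude and activity. Cells: OCI-Ly3, 4 h compound plus doxycycline at 37C; 10 uM MG-132 defined full response.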
p53ts 32C tox: kills p53ts cells at the permissive temperature | H1299-p53A138V at 32C, ATP luminescence viability, 24 h | Potency, µM (titrated, usually from 46.1 µM), without a hit: at the highest dose activity change, negative = cytotoxicity, most hits filed as cytotoxic | 130,000 compounds, 0.93% hits | AID 924;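 note: 0% = DMSO and -100% = full killing by reference compound; nearly all actives have a fitted effect of over 55% in size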
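ATP-content luminescence (ATPlite) read-out after 24 h compound exposure at 32C in H1299-p53A138V cells (600/well). Tested up to 46 uM. Normalized to DMSO (0%) and 100 uM tamoxifen (100% killing); Hill-fit AC50.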
Peg3 imprint: induces erasure of genomic imprints in mouse ES cells. mouse ES Peg3-LacZ reporter, beta-gal luminescence, 40 h. Potency, µM (titrated, usually from 60.7 µM), for the others: at the top dose activity change, positive = activation, actives largely listed as activators. 110,000 compounds, 0.02% hits. AID 1948;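 note: 0% = negative control wells on the plate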
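Readout: BetaGlo luminescence (5 min, room temp) for LacZ from the normally silent maternal Peg3 allele in female Peg3LacZ-Neo ES cells. Cells 300/well, 40 h, 37C, 5% CO2. Data normalized per plate to negative controls.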
* hit, by the source's call; ? = inconclusive; . = no result given; & = joins results of further samples; [ ] = remark or other dose. Unless noted, calls come from the whole dose curve; as a rule, active = well fitted curve in the direction sought with a large enough effect; inconclusive = small, poorly fitted or top-dose-only effect, or another doubt; inactive = no such curve, though single readings can be large; an effect the other way counts as inactive or inconclusive. Unless noted, % is set by controls: 0 for no effect and ±100 for the full control effect; potency is the fitted concentration of half-maximal effect. Compounds were not picked by outcome. About 1.7% of those tested had a hit in this group.

Order of results: p53ts 39C tox	IkB sig inh	p53ts 32C tox	Peg3 imprint
- COc1ccc(NC(=O)c2cc3c(=O)n(Cc4cccs4)ccc3nc2C)c(OC)c1
  1%	-2.5%	4%	-12%[10.9 µM]
- Cc1cc(C)c(Cn2c(=O)n(CCCCCC(=O)NCc3ccc4c(c3)OCO4)c(=O)c3sccc32)c(C)c1
  10%	11%	7%	-22%[10.9 µM]
- O=C(NCc1ccco1)C1CCN(c2ccc(N3CCOCC3)nn2)CC1
  12%	1.7%	-2%	-6%
- Cc1nc2nc(NC(=O)c3ccc(C(C)(C)C)cc3)[nH]n2c(=O)c1Cl
  -2%	?	10%	-15%[10.9 µM]
- CC1(C)CC(=O)C(C=NCCN2CCN(C(=O)CC3CCCC3)CC2)=C(O)C1
  6%	-0.8%	-5%	-12%
- CN(CC(=O)NCc1cccs1)S(=O)(=O)c1cccc2cccnc12
  -2%	0.3%	-3%	-10%
- COc1ccc(CCNc2oc(-c3ccc(C)cc3)nc2C#N)cc1OC
  -3%	8.6%	-4%	-19%
- Cc1nn2c(=O)cc(COC(=O)c3ccc(C(C)(C)C)cc3)nc2s1
  -19%	4.0%	0%	-21%[10.9 µM]
- Cc1csc(SC(C)C(=O)Nc2ccc(S(=O)(=O)N3CCCC3)cc2)n1 (stereo unspecified)
  -7%	-0.1%	2%	-12%
- Cc1ccc(NC(=O)C2CCCN2S(=O)(=O)c2cccc3nsnc23)c(Br)c1 (stereo unspecified)
  -20%	-1.2%	-6%	12%[10.9 µM]
- COc1ccc(CC(=O)NC2CC(C)(C)NC(C)(C)C2)cc1
  -2%	.	4%	.
- CCc1nn(CCCC(=O)NCc2ccccc2OC)c(=O)c2cc3occc3n12
  -8%	1.5%	-3%	7%[10.9 µM]
- Cc1ccc(NC(=O)C(Cc2ccccc2)NS(=O)(=O)c2cccc3nsnc23)c(C)c1 (stereo unspecified)
  5%	?	-8%	-7%[10.9 µM]
- CCn1c2c(c3ccc(OC)cc31)CCCC2=O
  2%	-1.1%	13%	-3%
- Nc1nc2c(ncn2[C@@H]2O[C@H](CO)[C@@H](O)[C@H]2O)c(=O)[nH]1
  -7%	.	-2%	4%
- Cc1cccc(C)c1NC(=O)c1cc(S(=O)(=O)N2CCCc3ccccc32)ccc1F
  5%	1.7%	15%	-7%[10.9 µM]
- O=C(OCc1nc2ccccc2s1)c1cccc(S(=O)(=O)N2CCOCC2)c1
  -28%	?	-14%	-15%
- CCOC(=O)c1sc(NC(=O)c2ccc(S(=O)(=O)N3CCOCC3)cc2)cc1C
  -20%	1.8%	10%	-16%
- O=C(COc1ccc(F)cc1)Nc1ccc2nc(SCCOc3ccccc3)sc2c1
  9%	-1.5%	-5%	-10%[10.9 µM]
- CSc1nnc(-c2sc3cc(Cl)ccc3c2Cl)n1C
  -17%	1.7%	-10%	-23%
- COc1ccc(N2C(=O)CS(=O)(=O)C23C(=O)N(Cc2ccc(F)cc2)c2ccc(C)cc23)cc1 (stereo unspecified)
  7%	?	-1%	-8%[10.9 µM]
- CCOC(=O)CC12CN3CN(C1)CC(CC(=O)OCC)(C3)C2=O
  2%	1.8%	-6%	9%
- COc1ccc2c(=O)c3c(=O)n(Cc4ccco4)c(-c4ccc(C)cc4)nc3oc2c1
  10%	4.5%	24%	-16%
- CN(Cc1ccccc1)Cc1nc2c(c(=O)n(C)c(=O)n2C)n1CCc1ccccc1
  12%	5.2%	13%	-10%
- COc1cccc(NC(=O)c2cc(CN3CCOCC3)on2)c1
  -3%	?	-4%	-9%[10.9 µM]
- C=CCc1c(C)nc2nc(SCC(=O)Nc3ccccc3CC)nn2c1C
  -17%	-0.1%	-5%	-13%[10.9 µM]
- Cc1cccc(C)c1-n1ncc(C(=O)Nc2ccc3c(c2)OCCO3)c1C1CCN(C(=O)OC(C)(C)C)CC1
  -18%	?	4%	-7%[10.9 µM]
- O=S(=O)(c1ccc(Br)cc1)c1nc(-c2cccs2)oc1SCc1ccc(F)cc1
  -9%	?	-2%	-11%[10.9 µM]
- CCCn1c(SCC(=O)N2CCc3ccccc32)nnc1-c1ccco1
  10%	-1.0%	6%	-4%
- CS(=O)(=O)N(CC(=O)NCc1ccncc1)c1cc(Cl)cc(Cl)c1
  5%	2.2%	-3%	-9%

Other compounds follow:
Order of results: p53ts 39C tox	IkB sig inh	p53ts 32C tox	Peg3 imprint
- CCOC(=O)c1ccccc1NC(=O)CC1SC(=NC)N(C)C1=O (stereo unspecified)
  -5%	-0.8%	21%	-13%
- O=C(Nc1nc2ccc(S(=O)(=O)N3CCCC3)cc2s1)c1cccc(F)c1
  -1%	0.2%	3%	-10%[10.9 µM]
- CC(=O)Nc1ccc(S(=O)(=O)N(CC(=O)O)Cc2ccccc2)cc1
  5%	1.4%	1%	2%
- CCC(=O)Nc1c(C#N)c2nc3ccccc3nc2n1-c1ccc(C)cc1
  18%	-2.7%	13%	-3%
- Cc1nn(-c2ccccc2)c(C)c1C(=O)OCC(=O)NC(=O)NC1CCCCC1
  -5%	?	2%	-17%
- CCOC(=O)COc1ccc2c(c1)C(=O)CC(C)(C)O2
  -3%	2.1%	-3%	0%
- Cc1onc(-c2ccccc2Cl)c1C(=O)Oc1cc(F)cc(F)c1
  -19%	?	?	-14%[10.9 µM]
- CCOCCCNC(=O)CCNS(=O)(=O)c1ccc(C)cc1
  7%	-2.2%	3%	-10%
- C=CC[C@@H]1C=C[C@@H](O/N=C\C[C@@H]2C=C[C@H](OC(C)=O)[C@H](COC(C)=O)O2)[C@@H](CO)O1
  2%[9.22 µM]	.	-4%[9.22 µM]	.
- CCOc1cc(CNS(=O)(=O)c2ccc3c(c2)C(C)(C)C(=O)N3)cc(OCC)c1OCC
  -2%	-0.8%	8%	-2%[10.9 µM]
- CCn1c(=O)cc(OCC(=O)NCc2ccco2)c2ccccc21
  -18%	1.3%	-7%	-19%
- CNC(=O)CSc1nnc(-c2cc(C)cc(C)c2)o1
  10%	-2.8%	-11%	.
- COc1ccc(OC)c(C(c2nnnn2Cc2ccccc2)N2CCN(C3CCCCC3)CC2)c1 (stereo unspecified)
  -4%	0.4%	3%	-5%
- CCc1nc(NCC2CCCO2)c2oc3ccccc3c2n1 (stereo unspecified)
  6%	1.9%	-4%	-12%
- Cc1cc(C)c(C#N)c(SCC(O)CS(=O)(=O)Cc2ccccc2)n1 (stereo unspecified)
  4%	1.1%	1%	-8%
- COc1ccc(NC(=O)c2cc3c(=O)[nH]c4ccccc4c3n2C)cc1Cl
  23%	-3.5%	3%	-4%[10.9 µM]
- Cc1[nH]c2ccccc2c1SCC(=O)N1CCOCC1
  13µM*	1.1%	-5%	-37%[inhibitor]
- Cc1cc(C(=O)CSc2n[nH]c(N)n2)c(C)n1-c1cc(F)ccc1F
  ?	1.0%	?	-9%
- CCOc1nc(NCc2ccco2)nc(Nc2ccccc2F)n1
  13%	.	8%	.
- CCN(CC)c1ccc(NC(=O)C2CCN(S(=O)(=O)c3ccc4c(c3)oc(=O)n4C)CC2)c(C)c1
  0%	-1.1%	3%	-5%[10.9 µM]
- c1ccc2c(-c3nc4ncccc4o3)cccc2c1
  -10%	0.5%	-2%	-15%
- COc1ccc(-c2nc(SCC(=O)c3ccc(Br)cc3)n[nH]2)cc1
  ?	-1.6%	2%	-5%[10.9 µM]
- Cn1c(=O)c2c(nc(CN3CCN(c4ccc(F)cc4)CC3)n2CCN2CCOCC2)n(C)c1=O
  16%	1.1%	8%	-4%
- COC(=O)c1nc(C(=O)OC)c(C(=O)OC)nc1C(=O)OC
  10%	1.9%	8%	-5%
- CCCCN(C)C(=O)C1CCC(Cn2c(=O)[nH]c3ccsc3c2=O)CC1 (stereo unspecified)
  -11%	-0.8%	5%	-11%[10.9 µM]
- CC1(C)Oc2ccc3ccc(=O)oc3c2/C(=C/Nc2ccccn2)C1=O
  -8%	-3.9%	-3%	-10%
- O=C(Nc1ccc(CCC(=O)N2CCCC2)cc1)c1ncn[nH]1
  -10%	-0.3%	-5%	-2%
- Cc1cnc(NC(=O)CSc2nnc(-c3ccccc3)n2Cc2ccccc2)s1
  0%	?	-8%	-9%
- COc1ccc(CCNS(=O)(=O)c2ccc3c(c2)OCCO3)cc1OC
  12%	3.8%	1%	-20%
- O=C(Nc1nc(-c2ccc(Br)cc2)ns1)c1ccccc1F
  -13%	0.5%	-13%	-14%[10.9 µM]

Record cards, from the list above.
CNC(=O)CSc1nnc(-c2cc(C)cc(C)c2)o1 as listed: p53ts 39C tox = 10%; IkB sig inh = -2.8%; p53ts 32C tox = -11%; Peg3 imprint = .
Cc1onc(-c2ccccc2Cl)c1C(=O)Oc1cc(F)cc(F)c1 as listed: p53ts 39C tox = -19%; IkB sig inh = ?; p53ts 32C tox = ?; Peg3 imprint = -14%[10.9 µM]

The listing continues.
Order of results: p53ts 39C tox	IkB sig inh	p53ts 32C tox	Peg3 imprint
- O=C(NC(NC1CCS(=O)(=O)C1)C(=O)c1cccs1)c1ccccc1 (stereo unspecified)
  -5%	0.2%	8%	1%
- CCOC(=O)/C(C#N)=C(\N)C(C)C(=O)Nc1ccccn1 (stereo unspecified)
  11%	-1.0%	2%	21%
- CCOc1ccc(-n2c(=O)cc(N3CCN(c4ccc(F)cc4)CC3)[nH]c2=O)cc1
  -8%	0.5%	-3%	1%
- c1coc(CNc2c3c(nc4ncnn24)CCC3)c1
  -7%	6.1%	5%	-6%
- CCC(=O)N1CCc2cc(Br)cc(S(=O)(=O)NCc3ccccc3)c21
  -2%	4.6%	-3%	10%[10.9 µM]
- Cc1ccc(C)c(Cn2c3ccccc3c3cnn(CC(=O)NC4CCC(C)CC4)c(=O)c32)c1 (stereo unspecified)
  ?	?	-13%	17%[10.9 µM]
- O=C(c1ccncc1)N1CCC2(CCCN(c3ccccn3)C2)CC1
  3%	1.1%[11.4 µM]	-4%	.
- Cc1ccc(S(=O)(=O)N2CC3CCC2C3)cc1 (stereo unspecified)
  8%	-0.1%	10%	-17%
- CC[C@@H]1Cc2cc(O)ccc2C2=C1c1ccc(O)cc1C[C@H]2CC
  ?	29%	?	-16%&-17%
- Cc1ccccc1OCCn1c(CCNC(=O)C2CCCCC2)nc2ccccc21
  -30%	?	-8%	18%[10.9 µM]
- CCc1ccc(OCc2cc(=O)n3cc(C)sc3n2)cc1
  -10%	-2.4%	-1%	-8%[10.9 µM]
- CC(=O)c1cccc(NC(=O)c2cc(-c3ccc(C)cc3)on2)c1
  -28%	-0.7%	?	1%
- Cc1ccccc1Cn1c(=O)n(CC2CCC(C(=O)NCCc3ccccc3)CC2)c(=O)c2ccccc21 (stereo unspecified)
  12%	.	4%	.
- COc1cc2c(cc1OC)C(=NCCC(=O)O)NC(C)(C)C2
  -4%	-0.3%	-10%	5%
- COc1cc2c(cc1OC)-c1nnc(-c3ccco3)n1C1(CCCC1)C2
  -2%	.	20%	.
- Cc1ccc2oc(=O)c3cnn(CC(=O)NC4CCCCC4C)c3c2c1 (stereo unspecified)
  8%	3.4%	8%	-9%
- COc1ccc(OC)c(NC(=O)CCn2cnnn2)c1
  7%	-1.9%	-3%	-6%[10.9 µM]
- Cc1ccc(-c2ccc(CCC(=O)O)n2-c2ccc(C)c(Cl)c2)cc1
  0%	?	8%	-17%[10.9 µM]
- c1csc(-c2noc(COc3ccc4c(c3)CCCC4)n2)c1
  -28%	1.5%	-18%	-11%
- CCC(=O)Nc1ncnc2ncn(C(=O)CC)c12
  2%[9.22 µM]	-1.1%[11.4 µM]	4%[9.22 µM]	-9%[10.9 µM]
- CCCOc1ccc(C(=O)NCCC(=O)NCCCC(=O)OCC)cc1
  3%	0.7%	-1%	-9%
- O=C(Nc1ccc(F)c(Cl)c1)c1cc(S(=O)(=O)NCc2ccc3c(c2)OCO3)ccc1F
  ?	?	-4%	3%[10.9 µM]
- Cc1cc(C(=O)COC(=O)CCC(=O)c2ccc3c(c2)OCCO3)c(C)n1Cc1ccco1
  -20%	2.2%	-9%	1%
